Mm-Cpn inhibitor – inhibitors of Methanococcus maripaludis chaperonin (MmCpn). purified Mm-Cpn ATPase, ADP Transcreener TR-FRET. Potency, µM (highest dose often 76.9 µM), inactives show at the top dose activity, negative = inhibition, most hits filed as inhibitors. 330,000 compounds, 0.031% hits. AID 504842; note: potency is the fitted concentration of half-maximal effect; % is set by controls: 0 for no effect and ±100 for the full control effect; nearly all actives have a fitted effect of over 80% in size
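25 nM Mm-CPN + cpd, 10 min 37°C; + 10 uM ATP, 30 min 37°C; buffer 30 mM Tris pH 7.4, 100 mM KCl, 5 mM MgCl2, 1 mM DTT; Transcreener ADP HTRF detection 30 min RT.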
Nrf2 inh – blocks Nrf2 signaling. AID 504444. 360,000 compounds, 2.1% hits. Potency, µM (titrated, usually from 46 µM), for inactives: at the top dose activity change, negative = inhibition, usual class: inhibitors. A549 ARE-Fluc reporter, luciferase luminescence, 18-24 h; note: potency is the fitted concentration of half-maximal effect; % is set by controls: 0 for no effect and ±100 for the full control effect; nearly all actives have a fitted effect of over 60% in size
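In this cell-based qHTS, ARE-driven firefly luciferase in A549 cells reports Nrf2 activity; the luminescent signal after BugLite lysis is the measured value, with a prior CellTiter-Fluor read for cell health.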
TGFb SMAD3 inh – blocks TGF-b signaling; 410,000 compounds, 1.2% hits; HepG2 CAGA-GFP TGF-b/SMAD3 reporter, GFP fluorescence, 18 h; TGF-beta stimulated, 500 pg/mL final; AID 588855; Potency, µM (doses to about 46.1 µM), without a hit: at the top dose activity, negative = inhibition, hits mostly inhibitors; note: potency is the fitted concentration of half-maximal effect; % is set by controls: 0 for no effect and ±100 for the full control effect; nearly all actives have a fitted effect of over 65% in size
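HEPG2 CAGA-GFP reporter cells (1000/well, DMEM with 1% FBS) received compounds, then recombinant TGF-beta at 500 pg/mL final for 18 hours at 37 degrees C. Per-cell GFP summed per well was normalised to unstimulated and stimulated DMSO controls before curve fitting.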
Nrf2 activator – Nrf2 pathway activation. Potency, µM (series often up to 46.1 µM), for inactives: at the top dose activation, actives largely listed as activators. 410,000 compounds, 0.31% hits. AREc32 ARE-luciferase reporter (MCF7-derived line), luminescence, 24 h; note: potency is the fitted concentration of half-maximal effect; % of control where 0% means no effect; nearly all actives have a fitted effect of over 65% in size
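ARE-driven firefly luciferase activity in AREc32 cells measured after a 24 hr compound exposure at 37 deg C, using Steady-Glo reagent and a 30 min room-temperature hold.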
A549 tox – counter-screen for Nrf2 inhibitors: cytotoxicity in A549 cells | A549 ARE-Fluc cells, CellTiter-Fluor viability, 18-24 h | Potency, µM (top dose mostly 46 µM), without a hit: at the highest dose activity change, negative = cytotoxicity, hits mostly inhibitors | 390,000 compounds, 0.16% hits; note: potency is the fitted concentration of half-maximal effect; % is set by controls: 0 for no effect and ±100 for the full control effect
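A549 ARE_Fluc cells in 5% FBS OPTI-MEM were exposed to compounds in concentration-response for 18-24 h at 37 deg C. Viability was read by CellTiter-Fluor fluorescence (Ex 405/Em 525) after 30 min, before the luciferase read.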
Akt phos inh – inhibitors of Akt phosphorylation; AID 651550; 360,000 compounds, 0.32% hits; activity change, % for hits at 50 µM; Neuro2A IGF-stimulated pAkt S473 HTRF, 20 min; active compounds read low; in the data active = activity change below about -80%; inconclusive = mostly about -51% to -80%; note: % is set by controls: 0 for no effect and ±100 for the full control effect
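Neuro2A cells (4,500/well, DMEM with 0.5% FBS) were treated with compound at a single 50 µM final concentration, stimulated with 6 nM IGF for 20 min at 37 °C, and lysed. Phospho-Akt Ser473 was read by HTRF as 665/615 ratio ×10^4.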
HepG2 tox – HepG2 cytotoxicity, counter-screen for TGF-b inhibitors; AID 588856; HepG2 CAGA-GFP viability, ATP luminescence, 18 h; 410,000 compounds, 0.76% hits; Potency, µM (titrated, usually from 46.1 µM), without a hit: at the top dose activity change, negative = cytotoxicity, usual class: cytotoxic; note: potency is the fitted concentration of half-maximal effect; some results filed as inactive show a strong effect at the top dose
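CellTiter-Glo luminescence gave cytotoxicity after 18 hours at 37 degrees C. The cells were HepG2 CAGA-GFP in 1% FBS DMEM, stimulated with 500 pg/mL TGF-beta after compound addition. %Activity was normalised to no-cell wells (complete cell-killing) and DMSO (no toxicity), and curves were fitted and classified.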
Abeta yeast res – restores growth of yeast expressing A-beta42 peptide; yeast expressing A-beta42, growth rescue, OD600, 48 h; response scale: 0% DMSO, 100% iron-clioquinol control; AID 1347071; 410,000 compounds, 0.063% hits; Potency, µM (top dose mostly 46.1 µM), without a hit: at the top dose growth rescue, actives largely listed as activators; note: potency is the fitted concentration of half-maximal effect; nearly all actives have a fitted effect of over 55% in size
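Yeast A-beta toxicity model in growth medium with pinned compounds, 48 h at 30 C; growth read as absorbance at 600 nm. Normalized to FeCl3/clioquinol equimolar mix (positive) and DMSO (negative).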
CCT chaperon mod – modulators of cytosolic chaperonin (CCT/TRiC) activity | purified chaperonin ATPase assay, HTRF ADP detection, 30 min | activity change, % (no concentration beside the values), hits read low | 360,000 compounds, 0.3% hits | AID 651819; in the data active = activity change below about -30%; note: % is set by controls: 0 for no effect and ±100 for the full control effect
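We incubate TRiC, 40 or 20 nM final, with library compounds at 76 uM and 10 uM ATP for 30 min at 37 °C. ADP formed is detected with Transcreener HTRF reagents after 30 min at room temperature.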
An asterisk follows results filed as active; i = inactive; ? = inconclusive; nt = no result given; [ ] = another dose, or the depositor's remark. Unless noted, calls come from the whole dose curve; as a rule, active = well fitted curve in the direction sought with a large enough effect; inconclusive = small, poorly fitted or top-dose-only effect, or another doubt; inactive = no such curve, though single readings can be large; an effect the other way counts as inactive or inconclusive.

SMILES	Mm-Cpn inhibitor	Nrf2 inh	TGFb SMAD3 inh	Nrf2 activator	A549 tox	Akt phos inh	HepG2 tox	Abeta yeast res	CCT chaperon mod
COC(=O)[C@]12CCCCC=C1N(Cc1ccc(Cl)cc1Cl)C(=O)[C@H](CC(=O)NCC1CCCCC1)C2	nt	nt	nt	4.5%	nt	i	nt	1%	0.3
COc1cccc(CN2CCN(C(=O)Nc3ccc([N+](=O)[O-])cc3)CC2)c1	1%	-32%	?	2.9%	18%	i	-43%	-11%	-1.2
COc1ccc(NC(=O)CC2S/C(=N\c3nccs3)N(C)C2=O)cc1 (centres undefined)	1%	?	-6%	2.1%	-11%	i	10%	13%	-0.3
CCCC(=O)NC(c1ccc(OC)c(OC)c1)c1c(O)ccc2ccccc12 (centres undefined)	1%	-5%	?	0.2%	4%	i	3%	15%	-1.9
CCCCn1c(N)c(N(CCOC)C(=O)CN(C)CC(=O)Nc2ccc(Cl)c(Cl)c2)c(=O)[nH]c1=O	0%	12%	-12%	1.7%	2%	i	-83%	-4%	2.6
CCOCC(=O)Nc1cc(C(F)(F)F)ccc1Oc1cccc(Br)c1	0%	3%	?	-0.1%	?	i	-11%	?	-0.2
COc1ccc2nc(NS(=O)(=O)c3ccc(NC(C)=O)cc3)sc2c1	-3%	11%	-9%	-0.6%	0%	i	-15%	9%	-3.6
Cc1ccc(C)c(OCCC(=O)NNC(=O)c2cc(C)oc2C)c1	6%	0%	-12%	0.2%	2%	i	-2%	22%	-7.7
O=C(c1ccc(-c2cccc(C(F)(F)F)c2)o1)N1CCN(c2ccccc2O)CC1	-4%	?	?	4.2%	-15%	i	-76%	?	-3.9
CCc1ccc(C(C(=O)NC2CCCC2)N(CCOC)C(=O)CCC(=O)Nc2cc(C)on2)cc1 (centres undefined)	-25%	21%	0%	7.1%	17%	i	-22%	11%	-1.2
O=C(c1ccccc1)N1CCN(c2ncnc3sc4c(c23)CCC4)CC1	-1%	16µM*	0%	0.6%	-4%	i	-24%	0%	0.9
COc1cc(-c2ccno2)ccc1S(=O)(=O)N1CCN(c2cc(C)ccc2C)CC1	nt	nt	?	0.7%	-7%	nt	-24%	-2%	nt
CC1(N2CCOCC2)CC2(O)C(=[N+]1[O-])CCc1c2no[n+]1[O-] (centres undefined)	0%	-18%	11%	4.6%	5%	i	4%	-7%	-1.6
COc1ccc(NS(=O)(=O)c2cc(Cl)ccc2Cl)cc1S(=O)(=O)N1CCCCC1	1%	?	-18%	0.3%	-11%	i	13%	6%	-0.7
COC(=O)c1sccc1N/C=C(\C#N)S(=O)(=O)C(C)(C)C	-3%	1%	?	19%	4%	i	-23%	-6%	2.4
COC(=O)NC(=S)Nc1ccc(Oc2ccc(Cl)cc2Cl)c(Cl)c1	-8%	?	-24%	3.1%	-20%	i	-71%	-5%	-1.2
O=[N+]([O-])c1ccc(O)c(C=NN2CCCCC2)c1	nt	nt	5%	-0.9%	nt	i	3%	2%	1.6
CCc1ccc(CNC(=O)c2cnc(N3CCCCC3)c3ccccc23)cc1	nt	nt	?	-1.0%	-1%	nt	-23%	14%	nt
O=S(=O)(c1ccc2ccccc2c1)n1nc(-c2ccco2)nc1NCc1cccc(Cl)c1	nt	-19%	5%	0.1%	3%	nt	-2%	0%	nt
CCCCCCCCNCCS(=O)(=O)NCc1ccccc1	nt	-1%	?	0.1%	2%	i	16µM*	-9%	-2.4
CCCCN1C(=O)C(CC(=O)NC2CCCC2)CC(C(=O)N(CC)CC)=C1C (centres undefined)	nt	nt	2%	-0.2%	nt	i	1%	10%	0.2
Cc1cccc(NC(=O)CSc2cn(CC(=O)N3CCOCC3)c3ccccc23)c1	nt	23%	?	-0.7%	-1%	nt	2%	-13%	nt
CCOC(=O)c1c(C)[nH]c(C(=O)N2CCN(CC)CC2)c1C	4%	1%	-13%	0.3%	4%	i	7%	-10%	-0.9
CC1Oc2ccccc2N(CC(=O)NCc2ccccc2)C1=O (centres undefined)	-4%	18%	45%[activator]	3.9%	24%	i	61%	-20%	-0.3
O=C(C1CCCN(c2ncnc3c2nc2n3CCCCC2)C1)N1CCN(c2cccc(Cl)c2)CC1 (centres undefined)	-1%	4%	11µM*	-2.3%	2%	i	-38%	nt	-3.9
Cc1cc(N2C(=O)C3CC=CC(C)C3C2=O)no1 (centres undefined)	1%	-17%	-4%	0.4%	-12%	i	-24%	7%	-1.5
CCOC(=O)N1CCN(CC(O)COc2c(C)cccc2C)CC1 (centres undefined)	1%	8%	?	-0.5%[9.22 µM]	7%	i	12%	9%	1.4
COc1cccc(CCC(=O)Nc2cc3c(cc2C(=O)O)OCCCO3)c1OC	1%	13%	5%	-0.3%	0%	i	13%	2%	-2.2
O=C(c1ccco1)N1CCN(C23CC4CC(CC(C4)C2)C3)CC1	-3%	0%	0%	-0.3%	0%	i	-2%	-2%	-2.0
O=C(CSc1ccc2c(c1)OCCO2)Nc1cccnc1Cl	0%	?	-9%	-0.4%	22%	i	-9%	2%	-1.8

Ordered by SMILES length (smallest number first): part of the list above
SMILES	Mm-Cpn inhibitor	Nrf2 inh	TGFb SMAD3 inh	Nrf2 activator	A549 tox	Akt phos inh	HepG2 tox	Abeta yeast res	CCT chaperon mod
CCOC(=O)c1c(C)[nH]c(C(=O)N2CCN(CC)CC2)c1C	4%	1%	-13%	0.3%	4%	i	7%	-10%	-0.9
Cc1cccc(NC(=O)CSc2cn(CC(=O)N3CCOCC3)c3ccccc23)c1	nt	23%	?	-0.7%	-1%	nt	2%	-13%	nt
O=C(C1CCCN(c2ncnc3c2nc2n3CCCCC2)C1)N1CCN(c2cccc(Cl)c2)CC1 (centres undefined)	-1%	4%	11µM*	-2.3%	2%	i	-38%	nt	-3.9

Next compounds.
SMILES	Mm-Cpn inhibitor	Nrf2 inh	TGFb SMAD3 inh	Nrf2 activator	A549 tox	Akt phos inh	HepG2 tox	Abeta yeast res	CCT chaperon mod
Cc1ccc(NC(=O)c2sc3nc(C)nc(N4CCN(c5ccccn5)CC4)c3c2C)c(C)c1	-17%	?	-33%	0.4%	1%	i	-5%	-14%	0.1
CSc1ccc(-c2nc(CSCC(=O)NCCCN3CCOCC3)c(C)o2)cc1	2%	-8%	-4%	0.3%	-3%	i	-15%	-1%	-0.5
FC(F)(F)c1ccc(-c2csc(-c3ccno3)n2)cc1	2%	0%	-9%	17%	0%	i	-11%	-9%	-0.9
CCc1ccc(NC(=O)CSc2nc3c([nH]c4ccccc43)c(=O)n2-c2ccc(C)cc2)cc1	nt	nt	?	2.1%	-8%	nt	-67%	-16%	nt
CS(=O)(=O)c1ccc(C(=O)NCC2(N3CCCCC3)CCCCC2)cc1	2%	10%	22%	-0.3%	2%	i	-40%	-6%	-1.9
CCOC(=O)CSc1n[nH]c(NC(=O)c2ccccc2)n1	0%	-7%	-20%	-1.9%	-12%	i	-7%	4%	-0.5
CC(C)CCC(C)N=Cc1c(O)n(Cc2ccccc2)c(=O)c2ccccc12 (centres undefined)	2%	nt	-45%	0.4%	8%	i	-36%	17%	1.0
O=[N+]([O-])c1ccc(N=Cc2ccc(Br)c([N+](=O)[O-])c2)cc1	5%	-11%	-20%	10%	-3%	i	-11%	-13%	0.1
COCCn1cnnc1SCC(=O)Nc1cc(OC)c([N+](=O)[O-])cc1C	-5%	5%	3%	1.8%	-1%	i	4%	-2%	-0.2
Cc1ccc2oc(=O)c3cc(C(=O)NCCCN4CC(C)CC(C)C4)sc3c2c1 (centres undefined)	-1%	2%	-17%	-0.9%	-3%	i	-21%	-8%	-1.0

Record cards (already shown). Screens in order: Mm-Cpn inhibitor, Nrf2 inh, TGFb SMAD3 inh, Nrf2 activator, A549 tox, Akt phos inh, HepG2 tox, Abeta yeast res, CCT chaperon mod
Profile of COc1cccc(CN2CCN(C(=O)Nc3ccc([N+](=O)[O-])cc3)CC2)c1 : 1%, -32%, ?, 2.9%, 18%, i, -43%, -11%, -1.2
Profile of FC(F)(F)c1ccc(-c2csc(-c3ccno3)n2)cc1 : 2%, 0%, -9%, 17%, 0%, i, -11%, -9%, -0.9
Profile of O=C(CSc1ccc2c(c1)OCCO2)Nc1cccnc1Cl : 0%, ?, -9%, -0.4%, 22%, i, -9%, 2%, -1.8
Profile of CCCC(=O)NC(c1ccc(OC)c(OC)c1)c1c(O)ccc2ccccc12 (centres undefined) : 1%, -5%, ?, 0.2%, 4%, i, 3%, 15%, -1.9
Profile of CCCCN1C(=O)C(CC(=O)NC2CCCC2)CC(C(=O)N(CC)CC)=C1C (centres undefined) : nt, nt, 2%, -0.2%, nt, i, 1%, 10%, 0.2

Screens: PubChem, National Center for Advancing Translational Sciences (NCATS)

Compounds were not picked by outcome; any-hit rate near 4.3%.
